From PubChem
DAX1 inh-1 – inhibits human nuclear receptor DAX1; AID 504766; inhibition, % at 6.75 µM; P51843; HEK293 Gal4-DAX1 luciferase reporter, luminescence; actives 0.99% (n = 340,000);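 active means inhibition above the mean over all tested compounds plus 3 SD, cut at about 4.2% in these data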;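 further: 0% = DAX1-transfected cells with DMSO and 100% = empty-vector control cells with DMSO; inhibition shows as a rise in luminescence from relieved DAX1 repression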
Target sequence (P51843 207-470 limits assumed): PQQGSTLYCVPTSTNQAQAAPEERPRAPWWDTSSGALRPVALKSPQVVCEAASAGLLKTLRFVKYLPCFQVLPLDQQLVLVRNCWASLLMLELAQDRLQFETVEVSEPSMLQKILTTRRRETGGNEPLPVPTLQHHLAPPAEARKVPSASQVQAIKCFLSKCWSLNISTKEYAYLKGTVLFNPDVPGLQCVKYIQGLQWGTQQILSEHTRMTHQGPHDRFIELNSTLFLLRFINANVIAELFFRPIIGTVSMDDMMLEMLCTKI
hgDAF12 agonist – agonists of H. glycines DAF-12 nuclear receptor; HEK293 GAL4-hgDAF12 UAS-luciferase reporter, agonist luminescence; normalized to butyrate control; activation, % at 6.8 µM; actives 1.8% (n = 370,000); AID 687014;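 active means activation above a cutoff set at the mean of all screened compounds plus 3 SD, cut at about 10% in these data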;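 further: 0% = DMSO wells and 100% = sodium butyrate wells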
SMARCA2 act – SMARCA2 function activation, primary screen. MG213 cells, MMTV-luciferase reporter, dexamethasone, overnight. activation, % at 9.1 µM. actives 1% (n = 370,000); in the data active means activation above about 7.8%;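 further: 0% = vehicle wells and 100% = reference activator wells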
proKLK7 act – activates the human kallikrein-7 zymogen | P49862 | purified proKLK7, EDANS-DABCYL substrate fluorescence; 100% is mature enzyme control, 0% vehicle | activation, % at 7 µM | actives 0.9% (n = 370,000) | AID 652039;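 active means activation above the mean of all tested compounds plus 3 SD, computed per campaign excluding outliers beyond control limits, cut at about 13% in these data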
Target sequence (P49862 whole entry, looked up): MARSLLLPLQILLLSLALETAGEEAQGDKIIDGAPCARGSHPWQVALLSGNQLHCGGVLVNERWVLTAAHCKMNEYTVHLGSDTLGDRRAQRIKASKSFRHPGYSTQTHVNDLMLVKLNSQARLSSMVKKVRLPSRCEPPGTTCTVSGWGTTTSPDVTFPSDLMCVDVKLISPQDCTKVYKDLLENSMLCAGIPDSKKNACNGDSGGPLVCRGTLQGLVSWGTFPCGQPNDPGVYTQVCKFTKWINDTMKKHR
sPLA2-III inh – Blocks human group III sPLA2 activity; Q9NZ20; QFRET BODIPY PC-A2 liposome hydrolysis, fluorescence; inhibition, % at 12.2 µM; actives 0.56% (n = 370,000); AID 743126;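 active means inhibition above mean plus 3 SD of compounds lying within the high and low control bounds, cut at about 19% in these data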;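 further: 0% = median of test compound wells and 100% = no enzyme DMSO wells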
Target sequence (Q9NZ20 whole entry, looked up): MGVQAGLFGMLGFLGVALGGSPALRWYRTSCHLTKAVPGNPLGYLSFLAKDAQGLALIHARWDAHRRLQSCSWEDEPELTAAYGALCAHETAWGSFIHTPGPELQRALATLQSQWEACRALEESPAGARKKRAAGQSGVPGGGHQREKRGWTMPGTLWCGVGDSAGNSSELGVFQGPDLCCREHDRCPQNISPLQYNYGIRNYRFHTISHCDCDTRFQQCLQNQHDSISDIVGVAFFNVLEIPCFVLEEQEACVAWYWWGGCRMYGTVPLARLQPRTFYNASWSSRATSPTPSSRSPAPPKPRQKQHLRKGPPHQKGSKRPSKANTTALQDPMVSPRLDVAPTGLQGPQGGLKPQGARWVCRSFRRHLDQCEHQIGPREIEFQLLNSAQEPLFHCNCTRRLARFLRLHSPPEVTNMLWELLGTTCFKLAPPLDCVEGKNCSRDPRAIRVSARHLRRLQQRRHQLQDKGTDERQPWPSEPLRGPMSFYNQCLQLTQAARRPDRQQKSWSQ
NPR2 activator – GC-B (human) receptor activation; HEK293-GC-B cells, CNP EC30, cGMP TR-FRET; 0% at EC30 CNP, 100% saturating CNP; activation, % at 10 µM; P20594; actives 0.11% (n = 370,000);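 active means activation at 10 µM reaching about 35% in either raw or pattern-adjusted values, limit read from the data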
GAA850 FXN act – frataxin GAA850 promoter activation; HEK293 lucGAA850 FXN promoter luciferase reporter, 24 h; percent of 10 µM SAHA response; activation, % at 6 µM; actives 0.56% (n = 360,000);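 active means activation above the average of all compounds screened plus 3 SD, cutoff fixed separately per campaign, cut at about 7.5% in these data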;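 further: 0% = DMSO wells and 100% = 10 µM SAHA wells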
ssDAF-12 act – S. stercoralis DAF-12 activation, primary screen | AID 652126 | HEK293 ssDAF-12/GRIP1 lit1-tk-luc reporter, luminescence; % of 3 µM dafachronic acid response | activation, % at 6.8 µM | actives 1% (n = 370,000);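 active means activation above the mean over all tested compounds plus 3 SD, cut at about 0.9% in these data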;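 further: 0% = DMSO-only wells and 100% = 3 µM delta7-dafachronic acid wells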
hcDAF-12 act – H. contortus DAF-12 activation, primary screen; AID 652067; actives 1.4% (n = 370,000); HEK293 hcDAF-12 lit1-tk-luc reporter, luminescence; 0% DMSO, 100% Δ7-dafachronic acid; activation, % at 6.8 µM;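 active means activation above the mean of all tested compounds plus 3 SD, cut at about 5.5% in these data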;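 further: 100% = response to 3 µM Δ7-dafachronic acid high control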
DAX1 inh-2 – blocks DAX1 repression of SF-1 activated StAR promoter. AID 652010. inhibition, % at 6.8 µM. HEK293T StAR-luciferase reporter, SF-1/DAX-1 repression relief. actives 1.1% (n = 370,000);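 active means inhibition above the mean over all tested compounds plus 3 SD, cut at about 3.6% in these data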;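 further: 0% = DAX-1 cells with DMSO and 100% = cells lacking DAX-1 with DMSO; higher inhibition means more luminescence from relief of DAX-1 repression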
GC-A act – GC-A (human) enzyme activation; P16066; HEK293 GC-A cells, cGMP TR-FRET, EC30 ANP; 0% at EC30 ANP, 100% saturating ANP; activation, % at 10 µM; actives 0.14% (n = 370,000); AID 1671463; in the data active means activation above about 40%
* marks the source's active call; other numbers are inactive results; . = not tested or not shown. The list is partial; rates above refer to the full screens.

Each structure is followed by: DAX1 inh-1	hgDAF12 agonist	SMARCA2 act	proKLK7 act	sPLA2-III inh	NPR2 activator	GAA850 FXN act	ssDAF-12 act	hcDAF-12 act	DAX1 inh-2	GC-A act
> Cc1c(C)c2ccc(OCC(=O)N3CCN(Cc4ccccc4)CC3)cc2oc1=O
    0.2	1.5	-1.1	-0.1	5.4	1.4	-1.2	-1.0	-1.7	1.6	3.7
> O=C(C1CCC(=O)N1C1CCCCC1)N1CCC2(CC1)OCCO2 (configuration not stated)
    -0.2	1.1	0.1	-1.1	-0.7	6.8	-3.9	-1.4	-1.8	0.0	3.5
> COc1ccc(Cc2c(O)[nH]c(=O)[nH]c2=O)c(OC)c1
    0.3	0.0	5.2	0.0	1.7	1.6	0.7	-1.8	-2.4	-0.3	2.4
> O=C(Cc1ccccc1[N+](=O)[O-])N1CCN(Cc2ccc3c(c2)OCO3)CC1
    .	-1.2	-0.8	0.7	-2.7	-0.9	2.7	-0.8	0.8	-0.1	1.2
> CCOP(=S)(OCC)Oc1cc(C)nc(C(C)C)n1
    -1.7	2.1	-5.0	-0.1	1.2	74.4*	-0.2	-1.1	-0.8	1.2	1.6
> N#Cc1c(/N=C/c2ccc(O)cc2O)sc2c1C1CCN2CC1
    1.4	-0.7	-1.4	-41.8	-4.6	-13.2	1.1	-0.8	0.1	-0.2	-27.2
> Cc1cccc(OP(=O)(Oc2ccccc2)OC(c2ccccc2)C(F)(F)F)c1 (configuration not stated)
    -0.5	-1.0	-0.7	1.0	-20.2	-1.8	1.7	-1.1	-0.6	-1.0	-5.3
> Cc1sc2nc(COC(=O)Cc3ccccc3)[nH]c(=O)c2c1C
    2.4	0.4	-0.9	0.2	-12.8	-0.1	1.0	-1.2	-1.1	0.4	-0.2
> CCOC(=O)CNC(=O)N1Cc2cc(Br)ccc2-n2nncc2C1
    .	2.8	4.5	0.6	2.7	2.3	.	-0.7	0.1	-0.3	1.5
> O=C1NC(=O)N(CCC2=CCCCC2)C(=O)/C1=C/c1ccc(O)cc1
    0.9	-1.1	0.5	-0.2	2.9	5.8	0.1	-1.5	0.2	0.0	9.3
> CCOC(=O)C1=C(C)N(C)C2(C)CC1c1ccccc1O2 (configuration not stated)
    -1.6	-0.8	1.2	0.4	2.7	-9.7	-2.6	-1.6	-1.3	0.3	3.5
> COc1ccc(C2SCC(=O)Nc3c2c(=O)[nH]n3C2CCCCCC2)cc1 (configuration not stated)
    -1.1	2.4	-1.3	-0.5	0.4	2.8	0.7	-1.2	-1.0	0.7	1.1
> COc1ccc(Cl)cc1C(=O)C1CCCN(Cc2cnc(C)s2)C1 (configuration not stated)
    -0.1	-2.2	-1.5	0.7	-0.3	3.4	-1.6	-1.2	-2.0	-0.8	0.7
> CC(C)(C)n1c(O)c(C=Nc2ccc3c(c2)CCC3)c(=O)[nH]c1=O
    0.0	-0.8	-0.1	0.1	0.6	2.0	3.7	-1.0	-1.9	0.2	-3.3
> NC(=O)OCCCc1ccccc1
    -0.3	-2.5	-6.3	0.0	11.4	-5.5	-1.3	-1.7	-0.8	2.2	1.0
> O=c1c2ccccc2nc(-c2ccco2)n1-c1ccccn1
    0.5	1.4	1.9	-0.1	-1.2	5.4	0.8	-1.3	-0.8	0.0	1.4
> Cc1cc(O)c(CN2CCN(c3ccccc3)CC2)cc1C
    0.8	-0.7	-0.2	0.9	-2.1	-0.5	1.5	-0.9	-0.2	0.6	3.4
> COc1ccc(OC)c(N=Cc2c(O)[nH]c(=O)[nH]c2=O)c1
    1.6	0.4	0.7	-8.4	-1.6	-7.4	0.8	-1.3	-0.7	-0.1	-15.4
> COc1cccc(-n2c(/C=C/c3ccccn3)nc3ccccc3c2=O)c1
    -2.6	-1.6	-1.8	-0.5	4.6	1.4	2.5	-1.7	-3.4	-0.2	3.9
> O=c1c2ccccc2nc(/C=C/c2ccccn2)n1-c1ccccc1
    -0.5	10.5*	0.6	0.1	3.6	-1.9	1.6	-0.7	-1.6	-0.8	-3.3
> COC(=O)C1=C(N)Oc2cc(C)oc(=O)c2C12C(=O)Nc1ccccc12 (configuration not stated)
    0.0	-1.6	-2.1	-0.1	0.0	-2.7	0.6	1.0*	5.1	-0.4	0.6
> CN1C(=O)C[N+]([O-])=C(c2ccccc2)c2cc(Cl)ccc21
    -1.3	-1.7	2.1	0.6	6.0	2.4	2.5	-0.8	-1.4	-1.5	1.9
> CCOC(=O)CC1=C(C(=O)OCC)C2(C(=O)N1CC(=O)OC)C(C#N)=C(N)Oc1ccccc12 (configuration not stated)
    1.1	-0.8	-2.0	0.3	-10.8	8.2	-0.3	-1.0	-0.5	-0.5	-0.6
> O=C(NCc1ccccc1)c1cccn(Cc2ccccc2)c1=O
    1.2	0.9	0.6	0.6	-5.2	2.3	3.6	-0.6	0.5	-0.6	-0.1
> CCC(=NCCCN1CCOCC1)c1c(O)n(Cc2ccccc2)c(=O)[nH]c1=O
    0.4	2.4	-1.8	-0.7	4.3	6.3	0.0	-2.1	0.8	-0.3	7.7
> CCN1C[C@]2(COC(=O)c3ccccc3N)CC[C@H](OC)C34[C@@H]5C[C@H]6[C@H](OC)[C@@H]5[C@](O)(C[C@@H]6OC)[C@@](O)([C@H]13)[C@@H](OC)[C@@H]42
    -0.4	-1.0	-0.6	1.4	0.7	6.2	-2.5	-1.6	1.9	-0.1	3.7
> CCN1CCN(c2cn[nH]c(=O)c2Cl)CC1
    -0.4	-0.6	-2.0	-0.1	2.9	4.4	4.9	-0.3	-1.1	0.4	3.2
> Cc1nc2c(-c3ccc(F)cc3)c(C)nn2c(C)c1CCC(=O)N1CCC2(CC1)OCCO2
    0.0	-1.5	0.0	-0.4	-3.6	-3.0	-0.3	-1.1	-1.7	-0.4	-4.7
> CC(=O)Nc1cc(C(=O)N2CCC3(CC2)OCCO3)ccc1Sc1ccc(C)cc1
    0.3	-1.1	2.8	0.8	-5.2	-1.7	-0.1	-1.5	-0.6	-0.5	4.2
> Cc1nc2ccccc2c(=O)n1-c1ccc(C(=O)O)cc1
    0.9	0.9	-1.3	-0.1	0.8	1.9	0.1	-0.9	-1.6	0.4	1.2
> CCCCCc1nc2ccccc2c(=O)n1-c1ccc(Cl)cc1[N+](=O)[O-]
    2.2	0.6	-4.7	-0.6	11.2	-10.6	-0.7	-0.1	2.2	-0.1	-20.6
> O=C(c1cccc2ccccc12)C1CCCN(Cc2ccon2)C1 (configuration not stated)
    2.6	0.7	0.4	0.1	-7.9	-5.0	-1.4	-1.7	-1.4	0.0	2.9
> Cc1c2cnn(CC(=O)N3CCC4(CC3)OCCO4)c(=O)c2c(C)n1Cc1ccccc1
    0.6	-1.8	0.6	0.5	4.8	2.1	-0.7	-1.0	-0.7	-0.3	0.1
> Cc1ccsc1CNCCc1ccc(F)cc1
    0.6	-0.3	0.1	0.8	-10.4	-6.5	1.7	-1.4	-1.6	0.4	-9.6
> O=C(NCNC(=O)NC1C(=O)NC(=O)N1CO)NC1C(=O)NC(=O)N1CO (configuration not stated)
    1.4	0.6	0.0	0.5	-1.4	2.0	0.4	-1.0	-1.4	0.3	4.0
> Cc1cccc(N=Cc2c(O)n(C)c(=O)n(C)c2=O)c1
    0.6	-0.8	0.2	-0.5	-0.4	-1.6	2.7	-0.6	-0.7	-0.2	-3.8
> Nc1nonc1OCCCCOc1nonc1N
    1.3	-0.8	-1.7	-1.6	2.2	10.7	1.2	3.3*	-1.6	0.0	3.3
> CC(C)N(CC#CCC1(O)c2ccccc2-c2ccccc21)C(C)C
    -0.2	2.7	-1.2	0.3	2.1	0.0	-3.2	-1.1	-0.8	-0.7	-3.0
> O=C(Nc1ccc(F)cc1F)c1cccnc1Oc1cccc(C(F)(F)F)c1
    0.3	-0.7	-2.7	-0.1	10.0	-3.3	4.5	-0.5	-0.8	0.1	-3.9
> O=C(Cc1ccccc1)N1CCN(CCCc2ccccc2)CC1
    0.6	-0.7	1.9	0.5	-3.9	0.3	2.1	-1.3	-1.5	0.0	-1.5
> Fc1ccc(C2N3CCCN23)cc1 (configuration not stated)
    6.8*	-2.2	3.1	-1.0	1.6	5.7	0.6	-0.8	2.2	0.5	-3.1
> NCc1cc(=O)[nH]o1
    0.7	-1.2	0.9	0.4	2.3	0.9	0.1	-1.4	0.0	0.0	5.6
> COC(=O)C1=C(C)OC(N)=C(C#N)C12C(=O)Nc1ccccc12 (configuration not stated)
    0.6	0.3	-1.4	0.5	-2.7	-7.6	1.1	-1.0	1.2	0.1	3.3
> COC(=O)C1=C(c2ccc(S(C)(=O)=O)cc2)C[C@@H]2CC[C@H]1N2C(=O)NCCO
    0.6	1.4	1.7	-0.6	11.0	1.3	0.5	-1.1	0.9	0.0	1.7
> O=Cc1cn(Cc2cccc(F)c2)c2ccccc12
    -1.6	-4.7	-3.5	-0.6	11.3	-1.6	-0.5	-1.8	-1.5	-1.1	-2.8

Compound profiles, from the list above.
Fc1ccc(C2N3CCCN23)cc1 (configuration not stated) across the screens: DAX1 inh-1: 6.8*; hgDAF12 agonist: -2.2; SMARCA2 act: 3.1; proKLK7 act: -1.0; sPLA2-III inh: 1.6; NPR2 activator: 5.7; GAA850 FXN act: 0.6; ssDAF-12 act: -0.8; hcDAF-12 act: 2.2; DAX1 inh-2: 0.5; GC-A act: -3.1
Cc1cccc(N=Cc2c(O)n(C)c(=O)n(C)c2=O)c1 across the screens: DAX1 inh-1: 0.6; hgDAF12 agonist: -0.8; SMARCA2 act: 0.2; proKLK7 act: -0.5; sPLA2-III inh: -0.4; NPR2 activator: -1.6; GAA850 FXN act: 2.7; ssDAF-12 act: -0.6; hcDAF-12 act: -0.7; DAX1 inh-2: -0.2; GC-A act: -3.8
O=C(c1cccc2ccccc12)C1CCCN(Cc2ccon2)C1 (configuration not stated) across the screens: DAX1 inh-1: 2.6; hgDAF12 agonist: 0.7; SMARCA2 act: 0.4; proKLK7 act: 0.1; sPLA2-III inh: -7.9; NPR2 activator: -5.0; GAA850 FXN act: -1.4; ssDAF-12 act: -1.7; hcDAF-12 act: -1.4; DAX1 inh-2: 0.0; GC-A act: 2.9

Just NPR2 activator and SMARCA2 act, for some of the entries so far:
SMILES,NPR2 activator,SMARCA2 act
O=C(C1CCC(=O)N1C1CCCCC1)N1CCC2(CC1)OCCO2 (configuration not stated),6.8,0.1
COc1ccc(Cc2c(O)[nH]c(=O)[nH]c2=O)c(OC)c1,1.6,5.2
